# Bioassay records from PubChem BioAssay.
# DAGLB inhibitor: blocks human DAGLB lipase activity; HEK293T DAGLB membrane lysate, EnzChek fluorogenic substrate; inhibition, % at 5.17 µM; hit rate 0.059% among 340,000; AID 504411; in the data active means inhibition above about 34%;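 further: 0% = enzyme with vehicle and 100% = wells lacking enzyme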
# Target sequence (Q8NCG7 whole entry, looked up): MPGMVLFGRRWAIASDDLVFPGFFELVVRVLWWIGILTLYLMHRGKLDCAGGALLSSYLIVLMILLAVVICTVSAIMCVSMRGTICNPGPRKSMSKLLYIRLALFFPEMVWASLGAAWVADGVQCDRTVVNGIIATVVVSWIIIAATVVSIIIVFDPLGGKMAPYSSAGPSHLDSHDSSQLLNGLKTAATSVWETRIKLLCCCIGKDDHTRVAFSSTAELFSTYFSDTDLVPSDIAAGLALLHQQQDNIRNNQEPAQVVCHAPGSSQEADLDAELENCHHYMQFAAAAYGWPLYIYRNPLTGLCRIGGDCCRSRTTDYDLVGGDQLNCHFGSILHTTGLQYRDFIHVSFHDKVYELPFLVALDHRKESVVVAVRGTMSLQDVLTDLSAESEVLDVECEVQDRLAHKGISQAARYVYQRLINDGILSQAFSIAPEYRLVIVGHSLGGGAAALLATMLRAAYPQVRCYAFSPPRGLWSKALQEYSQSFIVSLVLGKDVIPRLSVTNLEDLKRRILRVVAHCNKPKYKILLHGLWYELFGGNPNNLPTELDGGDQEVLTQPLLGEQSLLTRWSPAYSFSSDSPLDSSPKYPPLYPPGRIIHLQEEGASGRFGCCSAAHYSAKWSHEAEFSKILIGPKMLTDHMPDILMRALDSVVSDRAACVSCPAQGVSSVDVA
# CAL PDZ FP: human CAL PDZ-peptide interaction inhibition | Q9HD26 | purified CAL PDZ, TMR-peptide fluorescence polarization, 1 h | inhibition, % at 20 µM | hit rate 0.02% among 330,000;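 active means highest replicate inhibition of at least 40%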;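 further: plate controls were DMSO neutral control wells for no effect and unlabeled competitor peptide control wells for full effect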
#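 Material: tagged CAL PDZ protein CerCALP, purified; buffer or medium: sodium phosphate/NaCl buffer pH 7.4 with TCEP, IgG, Thesit; also added: fluorescent TMR peptide probe; schedule: 1 h incubation at room temperature before polarization reading; technique: fluorescence polarization from S- and P-plane intensities, G-factor corrected; control set: unlabelled peptide and DMSO controls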
# Tat export inh: inhibitors of E. coli Tat protein transport; E. coli MC4100 TorA-mCherry Tat export, fluorescence; inhibition, % at 10 µM; hit rate 0.036% among 340,000;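 active means mean replicate inhibition at least 50% and at least half of replicates individually reaching 50%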;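 further: exported cargo escapes ClpAP degradation while cytoplasmic cargo is degraded and loses fluorescence; 0% = median of neutral control wells and 100% = median of NaSCN control wells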
# Wnt act: Wnt/beta-catenin pathway activation | activation, % at 9.35 µM | AID 743398 | hit rate 1.2% among 300,000 | Wnt/beta-catenin reporter cell assay, activator, plate reader; in the data active means activation above about 30%, passing the limit was not always enough;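 further: 0% = neutral control wells and 100% = positive control wells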
# AddAB inh: less growth of phage-infected E. coli with AddAB | AID 435030 | inhibition, % at 11.9 µM | E. coli expressing H. pylori AddAB, absorbance growth | hit rate 0.29% among 330,000; in the data active means inhibition above about 12%;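 further: 0% = vehicle wells of infected cells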
# PvdQ inh: P. aeruginosa PvdQ acylase inhibition. purified PvdQ acylase, fluorescence plate reader. inhibition, % at 10 µM. hit rate 0.063% among 340,000. AID 488965; in the data active means inhibition above about 30%, passing the limit was not always enough;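 further: 0% = vehicle neutral wells and 100% = reference inhibitor wells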
# PfHsp90 set2: reduces growth (ATP signal) of yeast expressing P. falciparum Hsp90 | AID 504621 | hit rate 0.32% among 310,000 | inhibition, % at 9.4 µM | S. cerevisiae expressing PfHsp90, BacTiter-Glo ATP, 48 h; yeast lacking PDR1 and PDR3 efflux regulators;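 active means every replicate shows inhibition above about 80%, whatever the replicate mean, limit read from the data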;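 further: 0% = DMSO neutral controls and 100% = 20 µM radicicol positive controls; yeast relying on Plasmodium falciparum Hsp90 in place of its own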
# Rtt109 Vps75: blocks Candida albicans Rtt109/Vps75 acetyltransferase activity | inhibition, % at 34.9 µM | purified Rtt109/Vps75, ThioGlo CoA-SH fluorescence, 4 h | hit rate 0.16% among 330,000 | AID 540336;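 active means inhibition of at least 50% in every replicate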
# Target sequence (Q5AAJ8 whole entry, looked up): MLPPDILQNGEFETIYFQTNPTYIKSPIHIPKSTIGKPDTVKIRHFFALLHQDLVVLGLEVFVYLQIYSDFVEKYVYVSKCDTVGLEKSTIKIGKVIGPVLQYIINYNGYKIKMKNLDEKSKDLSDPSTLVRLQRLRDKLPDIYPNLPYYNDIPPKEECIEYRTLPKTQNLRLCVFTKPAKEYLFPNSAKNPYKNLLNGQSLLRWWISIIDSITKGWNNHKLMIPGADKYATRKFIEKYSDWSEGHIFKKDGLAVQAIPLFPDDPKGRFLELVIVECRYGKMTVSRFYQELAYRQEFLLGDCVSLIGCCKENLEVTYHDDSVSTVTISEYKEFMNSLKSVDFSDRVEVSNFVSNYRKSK
# phage Ecoli inh: E. coli growth loss with phage present; growth absorbance; inhibition, % at 11.9 µM; hit rate 0.26% among 360,000; in the data active means inhibition above about 11%
# E coli growth: reduces bacterial viability in AddAB counter-screen; inhibition, % at 11.9 µM; hit rate 0.27% among 330,000; E. coli V3065 growth, OD600 absorbance, 18 h;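 active means inhibition above the campaign's mean inhibition across all tested compounds plus 3 SD, cut at about 9.9% in these data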;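 further: uninfected addAB+ strain grown without phage in ampicillin broth; 0% = DMSO wells and 100% = ciprofloxacin 0.95 µg/ml wells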
# Numbers without * were called inactive; . = no result given; & = joins results of further samples.
SMILES	DAGLB inhibitor	CAL PDZ FP	Tat export inh	Wnt act	AddAB inh	PvdQ inh	PfHsp90 set2	Rtt109 Vps75	phage Ecoli inh	E coli growth
CC(=O)NC(Cc1c[nH]c2ccccc12)C(=O)N1CCN(S(=O)(=O)c2ccccc2)CC1 (stereo unspecified)	1	-0.5	-4	-4	-2.8	-18	.	-1	0.1	-1.9
O=c1[nH]nc(-c2ccccc2)cc1-c1ccccc1	-8	-0.8	5	0	3.5	9	-33	9	4.8	1.0
COc1ccccc1-c1nnc(SCC(=O)Nc2ccc(Cl)cc2Cl)o1	-1	-1.8	7	-1	2.2	-10	.	.	2.3	0.8
COc1ccccc1NC(=O)COc1ccc2ccccc2c1	-18	-4.2	5	0	4.0	-9	-11	3	2.1	1.5
O=C(CN1C(=O)c2ccccc2C1=O)N1CCN(S(=O)(=O)c2ccccc2)CC1	1	-1.5	-2	0	1.4	-7	-26	-4	-1.0	1.0
Cc1ccc(NC(=O)NNC(=O)C2CCN(Cc3ccc(F)cc3Cl)CC2)cc1	-4	-2.1	8	-4	3.7	10	0	4	5.9	0.9
Cc1ccc(S(=O)(=O)N(CC(=O)Nc2ccc(F)cc2)C(=O)N2CCN(C)CC2)cc1	3	-1.4	-1	-4	3.5	-9	-35	-20	2.2	2.2
CCOC(=O)c1sc(CS(=O)(=O)c2ccc(Cl)cc2)nc1C	-2	-1.7	6	2	-0.1	-4	12	6	0.2	5.4
O=c1cnnc(Nc2cccc(C(F)(F)F)c2)[nH]1	-1	-1.9	-16	0	2.5	-13	15	-4	4.8	1.7
Cc1ccc(OCC(=O)N2CCN(C(=O)c3ccco3)CC2)cc1	-1	-0.1	-2	-1	2.7	-9	-18	-7	1.3	1.6
COCC(N)(c1ccccc1)c1nc2ccccc2n1C (stereo unspecified)	1	-1.8	-7	9	3.7	0	.	.	-1.7	1.0
O=C(Cc1ccccc1[N+](=O)[O-])NC1CC2CCC1C2 (stereo unspecified)	-1	-0.7	-2	1	-2.3	0	4	4	0.1	-3.4
CCN(CC)c1ccc(CNc2nc3ccccc3n2CC)cc1	-2	-0.9	-5	0	1.7	-13	8	9	-0.1	-1.5
Cc1cc(Cl)ccc1OCc1nnc2n1CCCCC2	0	-4.5	-5	0	0.9	-1	-12	4	3.7	0.3
O=c1[nH]cccc1-c1nc2ccccc2n1Cc1cccc(Cl)c1	1	0.2	-4	2	-0.9	-22	11	-1	0.4	-0.4
Cc1noc(/C=C/N(C)C)c1S(=O)(=O)N1CCCC(C(=O)NC2CCCCC2C)C1 (stereo unspecified)	6	-0.3	-5	-7	0.3	-10	-3	-8	1.6	-0.3
COc1ccccc1-c1sc2ccccc2c1-c1ccc2c(c1)OCCO2	-14	2.1	1	9	0.5	-2	5	-1	3.1	-0.4
CC1=C(/C=C/C(C)=N\NC(=O)c2ccncc2)C(C)(C)CCC1	0	0.1	4	-1	1.8	1	6	1	4.3	1.2
CCN(CC)S(=O)(=O)c1ccc(NC(=S)Nc2ccc(F)cc2)cc1	-3	0.3	-14	0	0.7	-14	-11	.	2.3	-1.4
O=C(Cc1nc(-c2ccc(Br)s2)cs1)NCCN1CCOCC1	-2	.	-7	-6	1.7	-7	.	8	1.7	0.0
Cn1c(=O)c2c(nc(Br)n2CC(=O)C23CC4CC(CC(C4)C2)C3)n(C)c1=O	-3	-0.8	6	-8	1.8	4	3	3	0.5	0.3
O=C(NCCCN1CCOCC1)C(=O)NCC1OCCCN1S(=O)(=O)c1cc(F)ccc1F (stereo unspecified)	0	0.3	7	1	-1.4	-28	-5	4	0.8	0.4
COCCCn1c2nc3ccccc3nc2c2c(=O)n(Cc3ccc(Cl)cc3)cnc21	-3	.	-14	.	-0.5	-10	-3	6	1.3	-1.7
CC(C)C(=O)N(Cc1ccccc1)S(=O)(=O)c1ccc2c(c1)oc(=O)n2C	-3	-2.2	-8	2	3.5	-9	-2	12	1.8	-1.5
COC(=O)Cc1ccc(NC(=S)NCCC(C)C)cc1	0	-3.1	-11	3	0.8	-10	-24	.	3.4	0.2
CC(Nc1nc(-c2ccc(F)cc2)cs1)c1nc2cc(Cl)c(N3CCCCC3)cc2n1CCOCCO (stereo unspecified)	1	0.9	4	-4	1.6	1	-12	2	2.2	0.7
COc1cccc(-c2cc(=O)[nH][nH]2)c1	5	-0.5	2	12	-1.3	-12	-6	5	3.0	-1.7
O=C(Nc1ccccc1Cl)N1CCSc2ccccc21	-1	0.6	0	2	-3.5	-11	-12	-16	2.7	1.0
COc1ccc(NS(=O)(=O)c2ccc(N3CCCCC3)c(N)c2)cc1	-1	-0.8	-3	-4	2.3	-3	-18	-2	0.3	-0.3
CCN1CCN(Cc2ccc(NC(=O)c3cc(NC(=O)c4cnnc5ccccc45)cc(OC)c3)cc2C(F)(F)F)CC1	3&-1	-3.7	0	-1&-11	0.6	9	6	22	0.9&2.0	-0.3
COc1cc(/C=C/C(=O)c2ccc3c(c2)OCCO3)cc(OC)c1OC	-3	-0.5	4	-6	1.4	-13	9	4	1.0	-2.1
Cc1ccc(S(=O)(=O)C2(C(=O)NCc3ccccc3Cl)CC2)cc1	-3	.	-3	-2	2.0	-1	5	5	2.0	-1.4
CC(C)CN(C(=O)CCC(=O)OCc1ccc(Cl)cc1Cl)c1c(N)n(CC(C)C)c(=O)[nH]c1=O	5	-1.8	-6	-1	-1.7	-8	.	14	0.9	-2.2
CCCCNC(=O)CSc1nc2ccc(N3CCOCC3)cc2c(=O)n1Cc1ccc(OC)cc1	2	-0.4	3	15	.	2	-18	-8	-0.5	.
Cc1cc(=O)oc(C)c1C(=O)N[C@@H](Cc1ccccc1)C(=O)O	-2	-0.1	4	4	-0.7	12	12	0	0.5	-1.6
CCN(CC)C(=O)Cn1nc(-c2ccc(Cl)cc2)c2ccccc2c1=O	-1	0.0	-5	2	0.7	-13	-2	3	2.1	0.5
O=C(COC(=O)CCCN1C(=O)c2cccc3cccc(c23)C1=O)Nc1cccc(C(F)(F)F)c1	-4	-2.8	3	-3	1.6	5	0	40	1.5	-1.6
CC1CCCN(c2nc(-c3cccnc3)nc3scc(-c4ccccc4)c23)C1 (stereo unspecified)	-19	-0.2	-4	.	2.0	-11	-7	0	1.9	1.9
Cc1ccc(C(=O)Nc2cccc(C(F)(F)F)c2)cc1Nc1cncnc1	1&3	0.1	-6	0&-4	-0.3	-5	9	-5	3.2&2.5	1.2
Cc1ccccc1-c1nnc(-c2cccc3ccccc23)o1	-1	-1.6	-1	55*	.	0	.	5	3.6	.
CCOc1ccc(-c2cc(N3C(=O)Nc4ccccc4N3O)n[nH]2)cc1	0	-3.4	3	4	3.4	-7	14	.	4.5	-4.2
CCOC(=O)c1ccc(NC(=O)c2ccc(C)c(S(=O)(=O)N3CCOCC3)c2)cc1	-3	.	0	.	2.2	-11	-3	-4	1.5	-2.9
COc1ccc(CNC(=O)Cc2csc(NC(=O)Nc3ccccc3OC)n2)cc1	3	-4.9	0	0	-1.3	3	-8	19	1.8	-0.3
Cc1ccc(NC(=O)CCC(=O)NNC(=O)c2ccccc2)c(C)c1	1	-0.1	-11	1	-0.5	5	5	0	4.3	-0.2
CCOc1ccccc1N(CC(=O)Nc1ccc2c(c1)OCCO2)S(C)(=O)=O	-1	-0.5	6	.	-0.1	-4	-5	-6	0.7	0.3
N#C[C@H]1C(O)C(O)c2ccccc2N1C(=O)c1ccccc1 (stereo partly specified)	-1	0.7	5	-2	3.0	5	7	-1	1.9	-2.7
CCCn1nc(C(=O)N2CC(=O)Nc3ccccc32)c2ccccc2c1=O	-2	-0.6	2	.	2.3	5	2	8	2.8	-2.5
CC(Sc1nnc(Cn2c(=O)sc3ccccc32)n1C)c1ccccc1 (stereo unspecified)	-1	-1.3	7	-4	2.2	-10	-21	-3	1.1	0.3
Cn1cccc1C(=O)OCC(=O)Nc1ccc2[nH]c(=O)[nH]c2c1	1	-0.5	7	0	-0.8	-14	-3	-15	6.7	1.9
CC(C)NC(=O)C1CCCN(c2nnc(-n3cccc3)s2)C1 (stereo unspecified)	-1	-0.2	-9	-1	-1.4	14	-3	3	0.8	-1.8

# 3 entries out of the list, ordered by molecular weight, rising.
SMILES	DAGLB inhibitor	CAL PDZ FP	Tat export inh	Wnt act	AddAB inh	PvdQ inh	PfHsp90 set2	Rtt109 Vps75	phage Ecoli inh	E coli growth
N#C[C@H]1C(O)C(O)c2ccccc2N1C(=O)c1ccccc1 (stereo partly specified)	-1	0.7	5	-2	3.0	5	7	-1	1.9	-2.7
Cc1ccc(OCC(=O)N2CCN(C(=O)c3ccco3)CC2)cc1	-1	-0.1	-2	-1	2.7	-9	-18	-7	1.3	1.6
O=C(NCCCN1CCOCC1)C(=O)NCC1OCCCN1S(=O)(=O)c1cc(F)ccc1F (stereo unspecified)	0	0.3	7	1	-1.4	-28	-5	4	0.8	0.4

# Following part.
SMILES	DAGLB inhibitor	CAL PDZ FP	Tat export inh	Wnt act	AddAB inh	PvdQ inh	PfHsp90 set2	Rtt109 Vps75	phage Ecoli inh	E coli growth
CCOc1cc(N2CCOCC2)c(OCC)cc1NC(=O)CSc1nnc(N)s1	2	0.2	-11	1	0.7	-4	4	-7	2.1	0.5
CC(C)N(C)CCOC(=O)/C=C/c1ccccc1	1	0.2	7	.	4.2	13	-14	3	2.9	1.3
Cc1cc(C)cc(N(CC(=O)NC2CCCC2)C(=O)CCC(=O)Nc2nc(C)cs2)c1	2	-1.4	0	0	1.3	-14	-17	3	-0.1	0.5
N#C/C(=C\c1ccc2c(c1)OCCO2)C(=O)Nc1nccs1	0	-2.0	6	11	-1.5	14	-94	5	-0.7	-2.1
COc1ccc(C(=O)N2CCCC(C(=O)N3CCN(c4ccccc4)CC3)C2)cc1 (stereo unspecified)	-1	0.2	-5	-1	-1.8	5	4	1	0.6	-2.3
C/C(CC(=O)Nc1ccc2c(c1)OCCO2)=N\NC(=O)c1ccccn1	-2	-1.0	2	5	-1.0	-11	-35	1	3.9	0.7
O=C1CCNc2ccc(-c3ccccc3)cc21	-6	-2.4	-9	12	1.0	2	7	-10	0.9	2.0
COCCN1C(=O)c2ccccc2C(C(=O)NCCCN2CCCC2=O)C1c1c[nH]c2ccccc12 (stereo unspecified)	-2	-0.8	-2	.	.	4	1	2	1.5	.
Cc1ccc2c(c1)nnn2C1CCN(C(=O)c2ccccc2F)CC1	0	-2.9	2	-1	1.2	-7	-25	4	-0.1	0.8
Cc1ccc(CN2C(=O)C(C)Oc3ccccc32)cc1 (stereo unspecified)	-9	-2.2	2	-1	-0.2	-15	-23	6	1.9	-0.2
O=C(COC(=O)c1c2c(nc3ccccc13)/C(=C\c1ccco1)CC2)NC1CCCC1	13	-0.9	7	-3	.	2	.	6	1.4	.
CC(=O)c1sc(NC(=O)C2CSC3(C)CCC(=O)N23)nc1-c1ccccc1 (stereo unspecified)	0	-1.8	6	16	3.0	-6	-5	6	6.4	-0.9
O=C1CCCC(O)=C1N=Nc1ccc(S(=O)(=O)N2CCOCC2)cc1	0	0.9	1	0	-0.9	-2	-17	17	2.1	-3.1
Oc1ccc(/C=N/N2CCCCC2)c(O)c1O	0	0.2	-2	-1	-1.1	-9	-4	4	-2.5	-4.1
COc1ccccc1CNC(=O)CC1Sc2ccccc2NC1=O (stereo unspecified)	0	-0.3	-6	-1	0.5	-14	1	-6	1.4	0.1
